Compound activity: PubChem, National Center for Advancing Translational Sciences (NCATS)
Epigenetic derep: derepresses silenced GFP reporter in murine cells. murine LDR cells, GFP reporter derepression, 30 h. Potency, µM (top dose mostly 53.9 µM), without a hit: at the highest dose GFP activation, hits mostly activators. 0.2% of 280,000 active; also: potency is read from the fitted curve at half-maximal effect; % of control where 0% means no effect; nearly all actives have a fitted effect of over 60% in size
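Murine LDR cells bearing a silenced CMV-driven GFP reporter were exposed to compound for 30 h at 37 C. After PBS washes, GFP-positive cells (20-120 um objects) counted by laser-scanning microplate cytometry.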
Tau fibril FP: inhibitors of human tau fibril formation; K18 P301L tau heparin fibrillization, Alexa594 FP, 6 h; Potency, µM (highest dose often 57.7 µM), for the others: at the top dose activity, negative = inhibition, hits mostly inhibitors; 0.39% of 280,000 active; also: potency is read from the fitted curve at half-maximal effect; % is scaled to controls: 0 for no effect and ±100 for the full control effect; nearly all actives have a fitted effect of over 55% in size
Target sequence (P10636 561-689 P618L limits assumed): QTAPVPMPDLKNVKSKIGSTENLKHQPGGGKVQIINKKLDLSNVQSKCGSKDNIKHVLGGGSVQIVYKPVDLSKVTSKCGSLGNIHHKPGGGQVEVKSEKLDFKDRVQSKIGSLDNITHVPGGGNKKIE
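Human K18 P301L fragment (15 uM unlabeled plus 0.24 uM Alexa 594-labeled) in 100 mM sodium acetate pH 7 with compound, aggregation induced by 20 uM heparin for 6 hr at 37 C. ThT (30 uM) added for 1 hr, then Alexa 594 FP read.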
CBFb-RUNX1 inh: inhibitors of human CBF-beta and RUNX1 interaction; AlphaScreen CBFb-His/RUNX1-biotin binding, biochemical; 230,000 tested, under 10 active; Potency, µM (highest dose often 59.8 µM), for the others: top-dose activity, negative = inhibition, usual class: inhibitors; Q01196+Q13951; also: % of control where 0% means no effect
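AlphaScreen binding: CBFb-His and RUNX1-biotin (30 nM each) preincubated 20 min, compound added for 15 min, then nickel and streptavidin beads for 90 min, all at room temperature. Disruption of the interaction by any mechanism counts as activity.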
aGal spleen mod: inhibits or activates alpha-galactosidase in human spleen homogenate | human spleen homogenate, 4MU-alpha-Gal fluorescence, 40 min | Potency, µM (top dose mostly 80 µM), without a hit: top-dose activity change, negative = inhibition, actives largely listed as inhibitors | 0.008% of 240,000 active | P06280;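 also: potency is read from the fitted curve at half-maximal effect; 0% = enzyme with vehicle and -100% = no enzyme basal signal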
Target sequence (P06280 32-429 limits assumed): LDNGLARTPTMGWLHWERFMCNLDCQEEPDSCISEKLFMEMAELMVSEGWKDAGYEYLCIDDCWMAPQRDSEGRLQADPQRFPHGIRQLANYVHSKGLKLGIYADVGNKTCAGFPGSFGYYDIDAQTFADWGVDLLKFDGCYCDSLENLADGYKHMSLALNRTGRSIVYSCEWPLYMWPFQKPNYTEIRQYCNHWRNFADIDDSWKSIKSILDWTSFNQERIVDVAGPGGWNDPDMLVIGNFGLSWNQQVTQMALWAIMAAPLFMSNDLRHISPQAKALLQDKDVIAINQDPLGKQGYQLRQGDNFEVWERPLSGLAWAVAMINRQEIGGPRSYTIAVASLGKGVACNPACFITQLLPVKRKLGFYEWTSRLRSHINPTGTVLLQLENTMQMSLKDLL
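Human spleen homogenate (1 ug) was the enzyme source, with 4-methylumbelliferyl-alpha-D-galactopyranoside (1 mM final) in pH 5.0 citrate buffer with 0.01% Tween-20. Compounds were titrated; after 40 min at 37C, NaOH/glycine stop, 4-MU fluorescence read; AC50 from Hill fits.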
NPSR antag: antagonists of human neuropeptide S receptor cAMP signaling; Q6W5P4; Potency, µM (top dose mostly 38.3 µM), for inactives: at the top dose activity change, negative = inhibition, actives largely listed as inhibitors; CHO-NPSR cells, cAMP TR-FRET, antagonist mode; 1% of 220,000 active; also: potency is read from the fitted curve at half-maximal effect; % is scaled to controls: 0 for no effect and ±100 for the full control effect; nearly all actives have a fitted effect of over 50% in size; many of its hits are not listed in these tables
TexasRed fluor: Texas Red fluorescence interference in TRb-SRC2 counter-screen; Potency, µM (doses to about 106 µM), for the others: at the highest dose fluorescence change, negative = quenching; TRb/SRC2 Texas Red total fluorescence interference; 0.29% of 280,000 active; active = well fitted curve in either direction with a large enough effect; inconclusive = small, poorly fitted or top-dose-only effect; also: potency is read from the fitted curve at half-maximal effect; % is scaled to controls: 0 for no effect and ±100 for the full control effect
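Human TRb ligand-binding domain at 0.6 uM with 20 nM Texas Red SRC2 peptide in Tris buffer containing 1 uM T3 and 5% DMSO, incubated with compound 5 h at ambient temperature. Total fluorescence (555/632 nm) calculated as parallel + 2 × perpendicular.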
TRb SRC2 PPI: TRbeta-SRC2 interaction inhibition; P10828; TRbeta-SRC2 peptide binding, fluorescence polarization; receptor liganded with 1 µM T3; Potency, µM (titrated, usually from 106 µM), for the others: at the top dose activity change, negative = inhibition, most hits filed as inhibitors; 0.065% of 280,000 active; AID 1469;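 also: potency is read from the fitted curve at half-maximal effect; plate controls were bound peptide for no effect and peptide without receptor for full effect; nearly all actives have a fitted effect of over 50% in size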
Target sequence (P10828 whole entry, looked up): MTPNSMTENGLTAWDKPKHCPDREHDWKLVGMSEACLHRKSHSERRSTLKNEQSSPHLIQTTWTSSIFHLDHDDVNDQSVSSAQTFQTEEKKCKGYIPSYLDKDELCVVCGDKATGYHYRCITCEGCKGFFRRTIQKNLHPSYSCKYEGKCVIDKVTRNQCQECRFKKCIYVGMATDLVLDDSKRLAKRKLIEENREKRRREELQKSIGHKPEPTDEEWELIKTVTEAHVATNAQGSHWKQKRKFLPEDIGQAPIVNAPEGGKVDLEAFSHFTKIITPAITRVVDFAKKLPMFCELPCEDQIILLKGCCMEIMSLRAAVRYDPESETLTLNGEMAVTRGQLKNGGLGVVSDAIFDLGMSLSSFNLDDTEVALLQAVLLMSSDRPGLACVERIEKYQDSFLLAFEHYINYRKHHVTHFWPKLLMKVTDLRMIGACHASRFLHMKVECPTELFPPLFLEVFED
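Human TRb ligand-binding domain (0.6 uM) is mixed with 20 nM Texas Red SRC2 peptide and 1 uM T3; after compound addition and 5 hr at ambient temperature, polarization is measured and normalized to unbound and bound controls.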
Tau fluor cs: counter-screen for tau fibril formation inhibitors. 0.93% of 280,000 active. AID 1463. tau K18 P301L Alexa594 fluorescence, heparin fibrillization. Potency, µM (series often up to 57.7 µM), for the others: at the highest dose activity change, negative = decrease; also: potency is read from the fitted curve at half-maximal effect; % is scaled to controls: 0 for no effect and ±100 for the full control effect; nearly all actives have a fitted effect of over 55% in size
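Human tau K18 P301L (15 uM unlabeled, 0.24 uM Alexa 594-labeled) in 100 mM sodium acetate pH 7 with 20 uM heparin, 6 hr at 37 C. ThT 30 uM added, 1 hr ambient; Alexa 594 FP and total fluorescence read at 555/632 nm.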
Active calls of the source: *; ? = inconclusive; . = not tested or not shown; [ ] = remark or other dose. Unless noted, calls follow the shape of the dose curve; as a rule, active = well fitted curve in the direction sought with a large enough effect; inconclusive = small, poorly fitted or top-dose-only effect, or another doubt; inactive = no such curve, though single readings can be large; an effect the other way counts as inactive or inconclusive. Not all compounds are listed; the hit share may differ from the screen's.

SMILES	Epigenetic derep	Tau fibril FP	CBFb-RUNX1 inh	aGal spleen mod	NPSR antag	TexasRed fluor	TRb SRC2 PPI	Tau fluor cs
COc1ccc2nc(NC(=O)c3cc(=O)c4cc(C)cc(C)c4o3)sc2c1	-1.9%	-8%	.	.	.	-18%	1%	-16%
Cc1cc(C)n(C)c(=O)c1C#N	0.0%	4%	-5%	-15%	27%	-3%	-2%	7%
Cn1cc(C(=O)N2CCN(c3cccc(Cl)c3)CC2)c(=O)c2cc(S(=O)(=O)N3CCCC3)ccc21	-2.3%	-10%	.	.	.	-1%	2%	-12%
CC(C)C(=O)N=c1sc2cc(F)cc(F)c2n1C	-2.2%	10%	2%	-2%	9%[46.1 µM]	2%	-5%	4%
CC(c1ccccc1)n1cc(C(=O)NCc2ccccn2)nn1 (stereo unspecified)	7.2%	-1%	-5%	0%	7%[46.1 µM]	1%	10%	-5%
C#CCSc1nnc(-c2sc3ccccc3c2Cl)o1	3.5%	-4%	8%	4%	-24%[46.1 µM]	1%	6%	-10%
COc1cccc(C(=O)Cn2c(=N)n(C)c3ccccc32)c1	-0.7%	-4%	-8%	-6%	-10%[46.1 µM]	0%	-1%	-12%
CC(C)[C@H](NC(=O)OC(C)(C)C)c1nnc(S(=O)(=O)Cc2c(F)cccc2Cl)o1	?	?	2%	-1%	13µM*	-5%	-2%	-13%
O=C(Cc1cccs1)NC1CCCC1	3.8%	0%	6%	0%	-15%	-4%[53 µM]	9%[53 µM]	2%
CC(C)COC(=O)Cn1nnc2sc(-c3ccccc3)cc2c1=O	-1.5%	2%	.	.	.	1%	-1%	-14%
CC(C)(C)OC(=O)N1CCC(C(=O)N2CCCCCC2)CC1	-2.0%	7%	2%	0%	-7%[46.1 µM]	1%	6%	9%
CSc1nc(-c2ccccc2)nn1S(=O)(=O)c1ccc(Cl)cc1	-1.0%	-13%	3%	14%	5%[46.1 µM]	0%	3%	-17%
Cc1sc(NC(=O)CN(Cc2ccccc2)C(=O)C(C)C)c(C(N)=O)c1C	2.5%	1%	-7%	6%	5%	-1%	-1%	2%
CCc1ccc(CNC(=O)c2cccc(-n3cnc4cccnc43)c2C)cc1	0.9%	-5%	.	.	.	1%	3%	-7%
N#Cc1ccc(-c2ccco2)nc1SCc1ccccc1	-0.7%	-15%	?	-2%	-13%[46.1 µM]	3%	-4%	?
Cc1nn(-c2ccccc2)c(C)c1/C=N/Nc1nc2ccccc2[nH]1	1.5%	4%	0%	-4%	?	?	?	-3%
CCOC(=O)c1c(C)oc2nc(C)nc(NCc3ccc(C)cc3)c12	-1.3%	?	.	.	.	-2%	-3%	-7%
O=C(NC(=S)N(Cc1ccccc1)c1ccccn1)C1CC1	?	-2%	1%	-7%	27%	1%	-27%	-5%
O=C(/C=C/c1c(F)cccc1Cl)c1ccc(O)cc1	4.9%	-11%	-2%	1%	-34%	-2%	-2%	-26%
Cc1noc(C)c1S(=O)(=O)NCCCN1CCN(Cc2ccccc2)CC1	-4.5%	2%	3%	-1%	-1%[46.1 µM]	0%	-2%	1%
COC(=O)c1c(NC(=O)Cc2cccs2)sc2c1CCCC2	0.1%	6%	0%	-13%	?	-6%	2%	-18%
COc1cccc(CN2CCCN(S(=O)(=O)c3ccc(Br)cc3)CC2)c1	-1.2%	-2%	4%	9%	-12%[46.1 µM]	-1%	-2%	-15%
CCN1C(=O)C2(C(C#N)=C(N)Oc3n[nH]c(-c4ccccc4)c32)c2ccccc21 (stereo unspecified)	-0.7%	1%	-4%	-5%	-2%[46.1 µM]	-2%	-2%	-12%
COc1ccc(-c2nc(CSc3nncn4c3cc3occc34)c(C)o2)cc1	?	7%	.	.	.	1%	0%	-17%
COc1cccc(N2CCN(C3=NS(=O)(=O)C(c4ccc(C)cc4)=C3C)CC2)c1	-0.4%	-2%	.	.	.	-1%	-5%	-17%

Remaining list, next part.
SMILES	Epigenetic derep	Tau fibril FP	CBFb-RUNX1 inh	aGal spleen mod	NPSR antag	TexasRed fluor	TRb SRC2 PPI	Tau fluor cs
Cc1ccc(N2CC(NC(=O)C3CC3)CC2=O)cc1C (stereo unspecified)	4.1%	1%	.	.	.	-1%	1%	3%
COC(=O)/C=C1\SC(=Nc2ccccc2)NC1=O	1.8%	-8%	-1%	-9%	-20%	1%	9%	-2%
COc1ccccc1-c1cc(NCc2cccnc2)ncn1	-2.1%	-4%	.	6%	.	-3%	-5%	-11%
Cc1ccc(NC(=O)N2CCc3c([nH]c4ccccc34)C2c2ccccc2F)c(Cl)c1 (stereo unspecified)	2.8%	4%	.	.	.	1%	4%	-11%
CCOC(=O)c1cncc(NC(=O)c2ccccc2)c1	-1.0%	-10%	0%	-14%	-6%[46.1 µM]	-1%	-8%	-12%
CC(C)OP(=O)(c1ccc(N(C)C)cc1)C(O)c1cccnc1 (stereo unspecified)	-1.0%	2%	8%	-2%	-8%	-2%	2%	-7%
CC(C)(C)c1nnc2sc(SCC(=O)c3ccc(Cl)cc3)nn2c1=O	-0.1%	-11%	11%	-1%	?	3%	-28%	-15%
COc1ccc(CNC(=S)Nc2cc(C)ccc2C)cc1	0.9%	0%	5%	3%	-11%[46.1 µM]	-6%	-10%	-12%
Cc1ccc(NC(=O)NCC2CCN(Cc3cccc(Cl)c3)CC2)c(Cl)c1	11%	1%	-4%	-14%	-17%	1%	-7%	-14%
O=C(CC1C(=O)NCCN1C(=S)Nc1ccccc1)Nc1ccc2c(c1)OCCO2 (stereo unspecified)	0.0%	6%	-1%	2%	-11%[46.1 µM]	-3%	1%	-6%
O=S(=O)(Cc1cc(-c2ccc(Cl)cc2)no1)c1ccccc1	0.0%	-15%	15%	-6%	-11%[46.1 µM]	-5%	-4%	-9%
O=C(CSc1nnnn1C1CCCC1)Nc1ccccc1F	0.0%	-1%	7%	4%	-8%	2%	-1%	-6%
COc1ccc(OCC(=O)Nc2ccccc2C(=O)NC(C)C)cc1	-0.9%	4%	9%	11%	-5%	0%	-4%	5%
COc1ccc(-c2noc(CCCC(=O)Nc3cccc(Cl)c3C)n2)cc1	3.2%	-13%	.	.	.	4%	-3%	-8%
COc1ccc(S(=O)(=O)NC(CC(=O)O)c2ccco2)cc1 (stereo unspecified)	1.3%	7%	2%	3%	14%	-2%	-11%	-5%
CCOc1ccc(N2C(=O)Nc3ccccc3C2(O)C(=O)NCc2ccc(F)cc2)cc1 (stereo unspecified)	-4.7%	-4%	14%	3%	11%	-1%	-1%	-8%
Cn1c(=O)c2c(nc(NCc3ccc4c(c3)OCO4)n2Cc2ccccc2)n(C)c1=O	-9.5%	14%	-1%	10%	-18%[46.1 µM]	0%	5%	-26%
CCC(C)(C)C(=O)Nc1cc([N+](=O)[O-])ccc1Cl	0.0%	1%	1%	13%	12%	-2%	-4%	-2%
COc1ccc(NC(=O)N(Cc2ccco2)C2CCN(C(C)=O)CC2)c(OC)c1	-2.3%	3%	.	.	.	?	-10%	-3%
CCOC(=O)c1c(S(=O)(=O)N2CCC(C(=O)NCc3ccccc3Cl)CC2)c(C)n(C)c1C	-1.3%	2%	.	.	.	-3%	-4%	0%
O=C(CN1C(=O)c2cccc3cccc1c23)Nc1ccc(S(=O)(=O)Nc2nccs2)cc1	-1.0%	-1%	3%	3%	-10%[46.1 µM]	-2%	-17%	?
COCC(=O)Nc1cccc2ccccc12	-1.8%	0%	?	1%	10%[46.1 µM]	-6%	-2%	12%
CN1CCN(S(=O)(=O)c2ccc(NC(=O)c3ccc(Br)o3)cc2)CC1	-0.8%	0%	-7%	5%	-3%[46.1 µM]	0%	4%	-13%
Fc1ccc(-n2nnc(-c3cccnc3Cl)n2)cc1	3.0%	?	18%	-2%	-6%	0%	2%	-10%
CC(C)(C)OC(=O)C(C(=O)OC(C)(C)C)c1ccc(Cl)nn1	2.4%	5%	7%	9%	1%	-1%	7%	-1%

(continued)
SMILES	Epigenetic derep	Tau fibril FP	CBFb-RUNX1 inh	aGal spleen mod	NPSR antag	TexasRed fluor	TRb SRC2 PPI	Tau fluor cs
C#CCOc1c(Cl)cc(/C=N/O)cc1OC	2.0%	3%	-2%	-2%	6%	0%	-5%	2%
CCCc1nc2ccccc2c(=O)n1NC(=O)c1c(O)c2cccc3c2n(c1=O)CCC3	-1.0%	3%	6%	3%	-14%[46.1 µM]	-4%	-5%	-2%
COC(=O)c1ccc(CSc2ncn[nH]2)o1	-6.0%	8%	5%	-17%	-12%[46.1 µM]	-3%	-8%	5%
O=C(NCc1ccco1)NC12CC3CC(CC(C3)C1)C2	-1.1%	-14%	-2%	-5%	-13%[46.1 µM]	-4%	4%	-3%
COc1ccc(C2CC(=O)c3cc(OC)c(OC)cc32)cc1OC (stereo unspecified)	1.6%	-8%	6%	16%	-24%	-3%	2%	-24%
C=CCSc1nc2sc(C)c(C)c2c(=O)[nH]1	-2.1%	-5%	2%	5%	-9%[46.1 µM]	-2%	-2%	-5%
C=CCn1c(SCC(=O)Nc2sccc2C(N)=O)nc2sc(CC)cc2c1=O	0.0%	-8%	-2%	5%	?	1%	-1%	?
CC(C)(C)NC(=S)N/N=C/c1c(Cl)cccc1Cl	11%	-4%	7%	0%	12%	-3%	2%	-15%
O=C(c1cc(C2CC2)on1)N1CCOCC1	1.0%	5%	2%	-1%	-3%[46.1 µM]	-3%	2%	-1%
COC(=O)c1ccc(/C=C2\N=C(SC)SC2=O)cc1	-0.9%	2%	-7%	6%	-12%[46.1 µM]	1%	1%	-13%
Cc1ccc(CN=Cc2[nH]c3ccc(Br)c(Cl)c3c2O)cc1	0.0%	3%	-5%	-1%	3%[46.1 µM]	-4%	-7%	-20%

As entered above.
NPSR antag with `C=CCSc1nc2sc(C)c(C)c2c(=O)[nH]1` is entered as -9%[46.1 µM]
Epigenetic derep with `COC(=O)c1ccc(/C=C2\N=C(SC)SC2=O)cc1` is entered as -0.9%

Part of the list above with just CBFb-RUNX1 inh.
| smiles | CBFb-RUNX1 inh |
| --- | --- |
| C#CCOc1c(Cl)cc(/C=N/O)cc1OC | -2% |
| CCCc1nc2ccccc2c(=O)n1NC(=O)c1c(O)c2cccc3c2n(c1=O)CCC3 | 6% |
